Bioassay records (PubChem BioAssay)
DAX1 inh-1 = blocks DAX1 repression of SF-1 activated StAR promoter. HEK293T StAR-luciferase reporter, SF-1/DAX-1 repression relief. inhibition, % at 6.8 µM. 1.1% of 370,000 active. AID 652010;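 active = inhibition above the mean over all tested compounds plus 3 SD, cut at about 3.6% in these data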;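 also: 0% = DAX-1 cells with DMSO and 100% = cells lacking DAX-1 with DMSO; higher inhibition means more luminescence from relief of DAX-1 repression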
hcDAF12 agonist = H. contortus DAF-12 activation, primary screen. HEK293 hcDAF-12 lit1-tk-luc reporter, luminescence; 0% DMSO, 100% Δ7-dafachronic acid. activation, % at 6.8 µM. 1.4% of 370,000 active;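 active = activation above the mean of all tested compounds plus 3 SD, cut at about 5.5% in these data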;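 also: 100% = response to 3 µM Δ7-dafachronic acid high control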
PLC-gamma1 inh = PLC-gamma1 (human) inhibition, primary screen. purified PLC-gamma1, fluorogenic substrate, fluorescence. P19174. 0.84% of 370,000 active. inhibition, % at 12.2 µM; in the data active = inhibition above about 9.5%
ssDAF-12 act = activates DAF-12 receptor from parasite S. stercoralis; HEK293 ssDAF-12/GRIP1 lit1-tk-luc reporter, luminescence; % of 3 µM dafachronic acid response; activation, % at 6.8 µM; 1% of 370,000 active; AID 652126;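 active = activation above the mean over all tested compounds plus 3 SD, cut at about 0.9% in these data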;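 also: 0% = DMSO-only wells and 100% = 3 µM delta7-dafachronic acid wells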
hgDAF-12 ag = agonists of H. glycines DAF-12 nuclear receptor; HEK293 GAL4-hgDAF12 UAS-luciferase reporter, agonist luminescence; normalized to butyrate control; activation, % at 6.8 µM; 1.8% of 370,000 active; AID 687014;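 active = activation above a cutoff set at the mean of all screened compounds plus 3 SD, cut at about 10% in these data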;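 also: 0% = DMSO wells and 100% = sodium butyrate wells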
ADAM17 inh = inhibitors of human ADAM17; recombinant ADAM17, EDANS/DABCYL FRET peptide cleavage; inhibition, % at 6.95 µM; 0.83% of 370,000 active; AID 720648;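 active = inhibition above the mean of compounds lying between control limits plus 3 SD, set per campaign, cut at about 8.5% in these data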;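 also: 0% = DMSO-only wells as the low control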
Target sequence (P78536 215-824 limits assumed): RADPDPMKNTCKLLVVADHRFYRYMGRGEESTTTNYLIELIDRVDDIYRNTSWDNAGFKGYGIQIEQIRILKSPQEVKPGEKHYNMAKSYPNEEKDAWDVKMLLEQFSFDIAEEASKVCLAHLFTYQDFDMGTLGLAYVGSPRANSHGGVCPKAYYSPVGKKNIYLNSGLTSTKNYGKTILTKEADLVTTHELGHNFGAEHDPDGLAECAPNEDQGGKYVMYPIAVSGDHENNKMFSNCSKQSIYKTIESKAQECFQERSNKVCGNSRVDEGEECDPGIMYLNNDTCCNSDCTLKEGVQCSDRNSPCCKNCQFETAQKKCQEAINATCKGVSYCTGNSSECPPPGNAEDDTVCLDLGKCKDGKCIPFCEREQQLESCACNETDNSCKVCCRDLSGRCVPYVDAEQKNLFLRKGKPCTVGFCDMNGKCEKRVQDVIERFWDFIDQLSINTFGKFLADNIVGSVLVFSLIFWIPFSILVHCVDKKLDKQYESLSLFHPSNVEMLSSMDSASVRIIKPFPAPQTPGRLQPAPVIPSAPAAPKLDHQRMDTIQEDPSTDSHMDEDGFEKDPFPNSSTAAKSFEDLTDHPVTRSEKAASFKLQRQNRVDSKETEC
ADAM10 inh = inhibits human ADAM10. O14672. recombinant ADAM10, EDANS/DABCYL FRET peptide cleavage, 3 h. inhibition, % at 7 µM. 0.62% of 370,000 active. AID 720582;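 active = inhibition above a per-campaign cutoff equal to the mean of compounds falling between control-based bounds plus 3 SD, cut at about 20% in these data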;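 also: 0% = DMSO wells while the 100% control is not disclosed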
DAX1 inh-2 = inhibitors of human orphan nuclear receptor DAX1 (NR0B1); inhibition, % at 6.75 µM; AID 504766; HEK293 Gal4-DAX1 luciferase reporter, luminescence; 0.99% of 340,000 active; P51843;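 active = inhibition above the mean over all tested compounds plus 3 SD, cut at about 4.2% in these data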;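 also: 0% = DAX1-transfected cells with DMSO and 100% = empty-vector control cells with DMSO; inhibition shows as a rise in luminescence from relieved DAX1 repression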
Target sequence (P51843 207-470 limits assumed): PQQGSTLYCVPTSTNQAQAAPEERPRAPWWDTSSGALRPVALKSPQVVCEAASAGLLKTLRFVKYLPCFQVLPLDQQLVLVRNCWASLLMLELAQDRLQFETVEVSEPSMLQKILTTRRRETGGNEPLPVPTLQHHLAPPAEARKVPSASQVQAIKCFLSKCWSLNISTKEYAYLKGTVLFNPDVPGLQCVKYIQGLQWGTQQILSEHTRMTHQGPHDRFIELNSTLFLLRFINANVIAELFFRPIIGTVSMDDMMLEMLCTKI
HGIII-sPLA2 inh = Blocks human group III sPLA2 activity | QFRET BODIPY PC-A2 liposome hydrolysis, fluorescence | inhibition, % at 12.2 µM | 0.56% of 370,000 active;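 active = inhibition above mean plus 3 SD of compounds lying within the high and low control bounds, cut at about 19% in these data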;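 also: 0% = median of test compound wells and 100% = no enzyme DMSO wells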
PLC-beta3 inh = blocks human PLC-beta3 enzyme activity; Q01970; Purified PLC-beta3, fluorogenic substrate, fluorescence; inhibition, % at 12.2 µM; 0.18% of 370,000 active; AID 720704; in the data active = inhibition above about 11%;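 also: 0% = median of compound wells on plate and 100% = full blocker control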
FXN GAA850 act = frataxin GAA850 promoter activation; HEK293 lucGAA850 FXN promoter luciferase reporter, 24 h; percent of 10 µM SAHA response; activation, % at 6 µM; 0.56% of 360,000 active;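 active = activation above the average of all compounds screened plus 3 SD, cutoff fixed separately per campaign, cut at about 7.5% in these data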;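 also: 0% = DMSO wells and 100% = 10 µM SAHA wells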
Numbers without * were called inactive; i = inactive; x = not tested or not shown; & = joins results of further samples.

Structure	DAX1 inh-1	hcDAF12 agonist	PLC-gamma1 inh	ssDAF-12 act	hgDAF-12 ag	ADAM17 inh	ADAM10 inh	DAX1 inh-2	HGIII-sPLA2 inh	PLC-beta3 inh	FXN GAA850 act
CN(CCOc1ccccc1)CCOc1ccccc1	-0.2	-2.0	1.5	-1.2	0.5	2.7	6.5	-1.1	-2.5	-3.9	1.2
CCOC(=O)C1CCCN(C(=O)c2cn(C)c3ccc(S(=O)(=O)N4CCCC4)cc3c2=O)C1 (centres undefined)	0.1	-1.5	1.4	-1.1	-1.6	-3.5	3.5	3.1	3.4	3.8	-1.3
S=c1nc[nH]c2c1sc1nc(N3CCOCC3)c3c(c12)CCCC3	0.3	0.4	-16.7	-2.0	-1.6	-3.1	-2.1	0.6	3.0	-31.4	2.2
N#CC(C#N)=C1NC(N)=C(C#N)C(c2ccccc2)=C1C#N	-0.5	5.5	i	-0.8	-0.8	-13.7	-36.6	1.1	-15.4	i	-0.5
O=C(NNC1=Nc2cccc3cccc1c23)c1ccccc1Br	-1.6	-0.8	-8.8	-0.7	-2.9	-2.6	-7.1	-1.5	5.3	-8.4	3.1
Cc1ccc(C(O)c2ncc(-c3ccc4ccccc4c3)[nH]2)cc1 (centres undefined)	2.1	5.4	-38.3	0.1	8.1	-17.5	-58.5	x	-9.0	-66.8	1.5
CCOc1ccc(C(=O)NCC(c2cccs2)N(C)C)cc1 (centres undefined)	-0.1	-0.2	2.6	-0.4	0.0	2.6	2.3	0.3	1.8	1.8	1.6
Cc1cn(-c2cc(C(=O)Nc3ccc(C)c(NC(=O)N4CCNC4=O)c3)cc(C(F)(F)F)c2)cn1	-1.0&-0.3	-1.4&-0.3	0.2&-1.1	-1.6&-0.8	4.0&0.0	-6.4&-3.0	-10.3&-3.0	0.6&0.6	5.3&5.1	-1.9&-0.7	-1.4&-1.4
CCOC(=O)c1sc(NC(=O)CSC(=S)N2CCOCC2)nc1C	-0.2	0.2	0.0	-0.7	2.5	-3.7	5.9	2.9	-1.4	-4.4	1.0
CCCCn1nc(C(=O)NC2CCCCC2)c2ccccc2c1=O	-0.7	0.2	0.8	-1.3	0.6	0.7	-23.5	1.8	13.5	-11.0	1.0
Cc1cc(-c2ccccc2)c2c3c(cn2n1)c(=O)n(C)c(=O)n3C	0.0	-0.7	-2.4	-0.9	-1.8	-5.8	-5.6	0.0	4.5	-4.5	-0.6
O=C(NCCCN1CCCC1)c1ccc(CS(=O)(=O)c2c(Cl)cccc2Cl)o1	-0.2	-0.2	-2.0	-1.3	-3.0	-3.9	0.2	0.0	4.4	-8.8	0.5
CC(=O)c1c(C)[nH]c(=S)c(C#N)c1-c1ccc(F)cc1	0.5	-1.4	-1.4	-1.6	-1.7	1.6	4.7	2.5	2.0	-10.5	-1.4
CCOC(=O)C1=CCN(S(=O)(=O)c2ccc(Br)cc2)C1c1ccc(F)cc1 (centres undefined)	-0.8	-0.4	-1.4	-1.5	2.5	1.3	-7.6	x	-4.2	1.2	x
Cc1cc(OC(=O)c2ccc(OC(C)C)cc2)c([N+](=O)[O-])c(=O)[nH]1	-0.3	1.4	-0.9	-1.3	0.9	-4.8	-0.5	0.4	7.4	-4.8	-1.2
Cc1ccc(CN(C)C[C@@H]2OCc3cnnn3CCCC(=O)N([C@@H](C)CO)C[C@H]2C)cc1	1.1	-0.8	0.1	-1.2	3.6	-3.6	-0.6	0.3	-4.5	0.9	-0.4
C/C(=N\NC(=O)c1ccco1)c1ccc(C(=O)O)s1	0.1	1.5	-1.5	-0.2	0.7	-6.4	2.0	1.7	3.7	-4.6	3.6
Nc1nc(=O)n(C2OC(CO)C(O)C2O)cc1F (centres undefined)	-3.9	-2.3	-0.6	-1.7	-5.6	-5.2	-8.2	x	5.9	1.4	x
O=C(Nc1ccnn1C1CCN(Cc2ccc(CO)o2)CC1)c1ccccc1	-0.2	2.8	-0.3	-0.9	-0.4	-2.3	-1.2	0.2	-2.0	-5.7	2.5
COc1cc(C2C(C#N)=C(C)NC3=C2C(=O)CC(C)(C)C3)ccc1O (centres undefined)	-0.2	-1.0	-5.6	-1.7	0.4	-9.1	-6.6	-0.3	0.8	-6.3	1.6
COc1ccc(NC(=O)CCC(=O)N/N=C/c2ccc([N+](=O)[O-])s2)cc1	-2.2	1.2	-2.3	-0.6	-4.3	-1.4	4.4	-1.7	-0.1	-3.2	-1.7
COc1cccc(C(=O)Nc2nnc(C3CCCO3)s2)c1 (centres undefined)	2.3	2.4	0.5	1.0*	8.7	4.8	1.2	2.4	-1.5	-1.2	2.6
CC(=O)Nc1ccc(NC(=O)C(Cc2ccccc2)NC(=O)C2CCCCC2)cc1 (centres undefined)	-0.1	0.9	-1.8	-1.1	-0.4	-0.9	4.1	0.4	8.4	-2.6	-3.7
Cc1cc(NC(=O)CN2C(=O)/C(=C/c3ccccc3F)SC2=S)no1	0.1	-0.8	3.1	-0.9	-1.4	-4.3	12.0	-1.3	1.4	-14.5	0.2
O=C(NCCCN1CCOCC1)C(=O)NCC1OCCN1S(=O)(=O)c1ccc(Cl)cc1 (centres undefined)	0.3	1.4	-1.4	-1.1	-0.8	-0.6	0.6	-0.1	-4.3	-1.4	1.2
O=C(C1CCCN1S(=O)(=O)c1ccc(Br)s1)N1CCN(c2ccccc2)CC1 (centres undefined)	-0.6	-0.2	1.3	-0.9	-4.8	-5.4	-6.3	x	1.6	-2.4	x
Cc1noc(NS(=O)(=O)c2ccc(NC(=O)c3cnc4n(c3=O)CCS4)cc2)c1C	-0.7	-1.0	-1.4	-1.3	4.8	-1.2	-3.6	1.9	-9.7	-2.7	-1.6
Cc1ccc([C@H]2N[C@]3(CCCN(Cc4ccc(Br)cc4)C3=O)[C@H]3C(=O)N(Cc4ccccc4)C(=O)[C@@H]23)cc1	-1.0	-1.6	-0.1	-0.6	-0.5	6.2	5.2	-0.3	-15.9	6.2	-7.7
CCCC(=O)N(c1ccc(F)cc1)C1C=CS(=O)(=O)C1 (centres undefined)	0.3	0.3	6.7	-1.4	-0.2	0.0	8.5	0.3	-3.9	5.0	2.0
Cc1ccccc1-c1nn(-c2ccc(F)cc2F)cc1CNCCCO	0.1	-0.6	-0.2	-1.8	3.1	0.0	-1.1	-0.1	1.1	-1.4	2.3
CCOc1ccc(Oc2ccc(S(=O)(=O)N3CCOCC3)cc2N)cc1	-2.2	-2.8	4.0	-1.9	-2.7	5.7	3.3	1.2	-9.8	-2.9	-0.8
O=C(NCCC1=CCCCC1)c1cnsn1	1.2	2.7	3.3	-0.7	3.7	-1.5	2.6	0.0	1.3	4.6	2.4
C[C@H]1CN([C@@H](C)CO)C(=O)CCCn2cc(nn2)CO[C@@H]1CN(C)C(=O)Nc1cccc(Oc2ccccn2)c1	-1.0	-0.5	2.5	-1.2	-3.4	-6.5	-13.7	-0.8	15.3	-1.0	-0.3
Cc1ccc(S(=O)(=O)Nc2ccc(-c3csc(-c4ccccc4)n3)cc2)cc1	-0.8	-1.9	-31.4	-1.9	-0.7	15.5*	31.1*	0.9	-49.9	-31.3	-0.8
N#Cc1ccc(C(=O)OCC(=O)Nc2ccc(S(N)(=O)=O)cc2)cc1	0.8	-0.3	-1.5	-1.5	-0.7	-4.7	-1.5	-1.1	-4.5	-7.4	-1.3
C#CCSc1nnnn1-c1ccc(Br)c(C)c1	-0.3	10.0*	1.0	-0.3	3.7	-0.9	-5.1	-0.8	-0.3	-1.2	-1.8
CCOC(=O)CN(Cc1sccc1C)C(=O)Nc1ccc(OCC)cc1	-0.1	1.7	-0.6	-0.5	-0.1	-3.3	9.8	0.2	9.6	2.8	0.8
CCN=C1NC(c2ccc(Cl)cc2)C(C(=O)OC)=C(C)N1Cc1cccc(C(F)(F)F)c1 (centres undefined)	0.2	1.7	4.1	-0.6	0.2	-4.6	-5.4	x	-1.4	1.2	x
COc1cccc(/C=C/C(=O)OCCN2C(=O)c3ccccc3C2=O)c1	0.1	-2.4	-7.0	-1.3	-1.5	-4.8	-12.0	1.8	-2.7	-15.4	-0.5
COc1ccc(S(=O)(=O)N2CCOCC2)cc1NC(=O)C1CC1	-2.2	0.2	1.6	-1.3	-0.2	1.2	3.7	0.0	-7.4	4.9	-0.3
CC(C)CN(C(=O)COC(=O)CCc1c[nH]c2ccccc12)c1c(N)n(Cc2ccccc2)c(=O)[nH]c1=O	1.4	0.9	1.6	-0.6	-0.9	5.3	-9.4	-0.2	-73.7	-6.3	-0.6
CCc1ccc(C(=O)COC(=O)c2cncc(Br)c2)cc1	0.7	-0.9	0.4	-0.6	1.5	-2.6	-6.9	-0.9	-1.0	-1.3	0.2
Cc1ccc(S(=O)(=O)NCCC(=O)Nc2nnc(C)s2)cc1	0.4	3.4	-4.9	-0.8	3.5	-10.9	1.5	-0.3	7.1	5.0	1.0
COc1ccc(CCN2C(=NC(=O)C(C)C)SC3CS(=O)(=O)CC32)cc1OC (centres undefined)	-0.2	-2.1	3.7	-2.0	-2.2	-0.8	3.4	-0.1	0.6	-5.6	1.3
O=C(Nc1ccc(-c2nc3ccccc3[nH]2)cc1)C1CCCO1 (centres undefined)	7.7*	5.4	-2.2	0.0	13.1*	-4.2	-22.2	-1.0	-1.3	-1.4	-1.5
Cc1ccc(S(=O)(=O)N2Cc3ccccc3CC2C(N)=O)cc1 (centres undefined)	-0.6	2.7	2.4	0.0	1.1	-2.3	-2.5	-0.2	-3.2	1.7	-0.6
O=C(O)c1ccccc1C(=O)NNc1ccc(F)cc1F	0.2	2.4	4.8	-0.2	0.4	1.3	4.6	0.6	0.9	3.0	2.5
COCCn1c(SCC(=O)Nc2ccc(NC(C)=O)cc2)nc2c([nH]c3ccccc32)c1=O	-2.1	4.6	-2.8	0.2	3.4	-10.2	-19.7	-0.3	2.1	-7.0	1.5
Cc1ccc2nc(-c3ccccn3)cc(C(=O)Nc3ccc4c(c3)OCO4)c2c1	-1.1	0.9	1.0	-1.3	0.3	-1.8	-4.1	0.6	-1.7	-1.9	-1.5
C=CC[C@H](CC(=O)NCCO)C(=O)N[C@H](COC(=O)[C@H](CC=C)CC(=O)OC(C)(C)C)Cc1c[nH]c2ccccc12	-2.2	1.4	0.7	-0.6	-1.2	-1.3	1.7	-2.0	-68.5	2.0	-1.2
CCCCn1c(N)c(N(CCOC)C(=O)c2ccc(-c3ccc(C(C)=O)cc3)o2)c(=O)[nH]c1=O	0.8	-0.3	-391.0	-0.4	0.7	-113.5	-352.3	-0.3	-0.9	-395.1	0.6
